Bioassay records from PubChem.
Pf apPOL inh – Pf-apPOL DNA polymerase inhibition | AID 1794808 | Recombinant Pf-apPOL, molecular beacon fluorescence, 1.5 h | inhibition, % at 10 µM | hit rate 0.25% among 210,000
mHTT-CaM PPI inh – inhibitors of human mutant huntingtin-calmodulin interaction; P42858; AlphaScreen His-mHTT/GST-CaM binding, luminescence; inhibition, % at 15 µM; hit rate 3.6% among 190,000; AID 1671202;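 also: 0% = both proteins with DMSO and 100% = one protein alone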
Active calls of the source: *; / = no result given; + = active, no number; & = joins results of further samples. Rule as the data show it: active = inhibition above about 50%; inactive = the rest. An excerpt; count on the stated rates, not on these rows.

SMILES	Pf apPOL inh	mHTT-CaM PPI inh
CC(=O)N(CCC1(Cc2ccccc2)CCOC(C)(C)C1)Cc1ccccc1 (configuration not stated)	-0.6	55.8*
O=C1C(=C2C/C(=N/O)c3ccccc32)C(=O)c2ccccc21	/	+
CCOc1ccccc1NC(=O)C(CC)c1ccccc1 (configuration not stated)	2.0	-41.9
O=C(Cc1c(F)cccc1Cl)Nc1nnc(C2CC(=O)N(c3ccccc3)C2)o1 (configuration not stated)	4.2	64.4*
CN1CCOc2ccc(NC(=O)C3(c4ccc(F)cc4)CC3)cc2C1=O	-4.5	-17.0
COc1cc(/C=C2\NC(=O)NC2=O)ccc1OCC(N)=O	-5.0	2.0
O=C(NCCc1cscn1)C1CSCN1C(=O)c1cccc(F)c1 (configuration not stated)	-3.7	0.2
COc1cccc(S(=O)(=O)N2CCC(Cc3nc4cccnc4n3CC(C)C)C2)c1 (configuration not stated)	-5.1	5.6
O=C1OC(c2cc(F)c(F)cc2Cl)=N/C1=C\c1ccc(F)cc1	-1.1	8.0
O=C(Nc1ccc(N2CCCC2)c(Cl)c1)c1ccccc1F	-1.3	20.0
Cc1ccccc1CN1[C@H](C)[C@H](c2ccccc2)OCCS1(=O)=O	-1.9	-13.2
CN(C)c1nc(N)c([N+](=O)[O-])c(Nc2cccc(F)c2)n1	-0.2	-2.6
CC1CCCN(C(=O)c2cnn(-c3ccccc3)c2NC(=O)c2ccc(F)cc2)C1 (configuration not stated)	-2.3	6.3
Cc1ccc(S(=O)(=O)Nc2ccc(-c3nc4ccccc4[nH]3)cc2)cc1	-6.2	36.0
N#Cc1cc2c(nc1SCc1ccccc1F)CCC2	1.3&-7.3	-8.0&-13.4
O=C(Nc1nncs1)c1ccc2nc(-c3ccco3)c(-c3ccco3)nc2c1	-1.2	99.4*
CC1C(=O)N(c2ccc(F)c(Cl)c2)CCN1C(=O)c1cccc(F)c1 (configuration not stated)	-2.5	-3.8
Cc1ccc(Nc2ccc(NC(=O)COc3ccccc3)cc2)nn1	-9.6	-1.6
CC(C)c1ccc(OCC(O)CN2C(=O)NC(C)(C)C2=O)cc1 (configuration not stated)	-3.7	1.2
Cc1cc(C(=O)NCC(O)c2cccc3ccccc23)no1 (configuration not stated)	-4.6	-8.0
COc1cccc(OC)c1C(=O)Nc1ccc(Br)c2cccnc12	-11.7	5.0
N#CC1=C(N)OC(c2ccccc2)=C(n2cnc([N+](=O)[O-])n2)C1c1ccccc1 (configuration not stated)	2.5	75.4*
Cc1c(C(=O)N2CCCCCC2)oc2ccc(S(=O)(=O)N3CC(C)CC(C)C3)cc12 (configuration not stated)	9.6	8.0
Cn1c(N2CCC(C(=O)NCc3ccc(F)cc3)CC2)cc(=O)n(C)c1=O	-1.4	28.4
CCc1ccc(CNc2ccc3c(c2)ncn3C)cc1	4.1	27.0
Cc1nnc(-c2nnc(NC3CCCCCC3)c3ccccc23)o1	3.3	28.1
COCCC1CCN(C(=O)CN(C)C(=O)c2ccccc2Cl)CC1	-0.9	-2.8
Cc1nc2c(c(Nc3ccccc3OC(C)C)n1)CCC2	1.2	9.2
O=C(Cc1ccccc1)Nc1ccc(Cl)c(NC(=O)Cc2ccccc2)c1	-4.2	-3.0
COc1ccc(C2CC(C(F)(F)F)n3nc(C(=O)N(C)Cc4ccccc4)c(Cl)c3N2)cc1 (configuration not stated)	-3.8	89.0*
COc1ccc(C(=O)CSc2nc(C)c(C(N)=O)c(C)c2C#N)cc1	-21.5	-6.0
COc1ccc(NC(=O)C2CN(S(C)(=O)=O)CC23CCCCC3)cc1OC (configuration not stated)	6.5	3.9
CCOc1ccc(-c2cc(=O)n(CCCC(=O)Nc3ccc4sc(C)nc4c3)cn2)cc1	-4.9	9.9
O=C(Nc1ccc(Cl)cc1F)N1CC2CC1CC2NS(=O)(=O)c1ccccc1 (configuration not stated)	-3.9	-2.5
Cc1cccc(N(CC(=O)O)CC(=O)O)c1	-4.6	4.7
O=c1cc(CN2CCN(c3ccccn3)CC2)nc(-c2ccccc2)[nH]1	5.6	11.3
O=C(COc1ccccc1O)NO	-7.2	0.2
Cc1ccc(-c2cc(O)cc3sc(=O)oc23)cc1C	8.5	79.0*
c1nc2c(c(N3CCC(N4CCCCC4)CC3)n1)CCC2	7.8	4.8
COC(=O)c1ccc(C(=O)N2CCCC(c3nnc(C(F)(F)F)o3)C2)cc1 (configuration not stated)	-1.2	-10.9
COc1ccc(NC(=O)C2CCCN(C(=O)c3cccc(Cl)c3)C2)cc1OC (configuration not stated)	-1.7	30.9
COc1ccc(NC(=O)CN2CCC3(CC2)N=C(c2ccc(C)cc2)C(=O)N3)c(OC)c1	-1.7	38.6
c1coc(CN2CCN(C3CCCCCC3)CC2)c1	-17.0	0.0
CCOc1ccccc1N1CCN(C(=O)C2CCCC2)C(C)C1=O (configuration not stated)	-0.1	-1.0
CCc1cc(C(=O)N2CCCC2c2cccc(F)c2)no1 (configuration not stated)	-1.9	-7.1
CC(=O)c1cccc(NC(=O)N2CCC(c3nc(C(=O)N4CCCC4)c(C)o3)CC2)c1	-1.7	7.2
CC(=O)Nc1ccc(C)cc1S(=O)(=O)N1CCC(c2noc(-c3ccccc3)n2)CC1	-3.6	8.5
N#CC1=C(N)Oc2cc(N)ccc2C1c1cccs1 (configuration not stated)	6.8	20.5
COc1cccc(C(=O)Nc2c3c(nn2-c2ccc(C)cc2)CS(=O)(=O)C3)c1OC	-0.8	3.0
O=C1c2ccccc2NC(/C=C/c2ccc([N+](=O)[O-])cc2)N1c1ccccc1 (configuration not stated)	-6.6	3.0
CCOC(=O)c1cc(-c2ccc([N+](=O)[O-])cc2)oc1C	-7.7	/
CCNC(=O)C1CC(c2ccc(F)c(C)c2)CN(C(=O)c2ccccc2)C1 (configuration not stated)	-3.8	93.3*
CCCc1[nH]nc2c1C(c1cccc(OC)c1)C(C#N)=C(N)O2 (configuration not stated)	3.5	-1.0
COc1ccc(C2=CC(c3cc(Br)ccc3F)n3ncnc3N2)cc1 (configuration not stated)	-9.0	-4.0
CSC(=S)Nc1ccc(F)cc1F	-5.9	/
COc1cc(C(=O)N(C)c2nnc(C34CC5CC(CC(C5)C3)C4)s2)cc(OC)c1OC	0.4	12.9
CC(=O)Nc1ccc(NC(=O)c2cccc(F)c2)cc1	9.6	3.7
COc1ccc(-n2nc(C)c3sc(N4CCC(NC(=O)C(C)(C)C)CC4)nc32)cc1	-1.8	-2.3
O=C(/C=C/c1cccs1)Nc1ncc(Cc2cccc(C(F)(F)F)c2)s1	-3.8	-6.0
COc1cccc2cc(-c3cc(=O)oc4cc(OCC(=O)OC(C)C)ccc34)c(=O)oc12	-5.7	8.8

(listing goes on)
SMILES	Pf apPOL inh	mHTT-CaM PPI inh
CC(C)c1ccc(CN2CCSCC2)cc1	-4.9	-7.3
COc1ccc(-c2cc3n(n2)CCCN(C(=O)c2cccnc2SC)C3)cc1	-0.8	9.6
COc1ccc(Br)cc1/C=C1\C(=O)Nc2ccc(Br)cc21	-36.8	5.0
CCOC(=O)c1ccc(-n2nnc(C=CC=CN3CCN(C)CC3)n2)cc1	-7.7	/
CCCCNC(=O)c1ccc(CS(=O)(=O)Cc2ccc(Cl)cc2)o1	-14.5	-7.0
C=CCNC(=O)c1cc(S(=O)(=O)N2CCC3(CC2)OCCO3)ccc1F	-6.0	-2.0
CC1(C)OC2OC(C(=O)Nc3ccc(F)cc3F)C3OC(C)(C)OC3C2O1 (configuration not stated)	1.0	-2.9
Cc1ccc(C)n1N1C(=O)c2ccccc2C1=O	3.1	/
COc1ccccc1CNC(=O)CCC1CCCN(C(=O)Nc2ccc(C)cc2)C1 (configuration not stated)	-6.9	8.1
Cc1nc2cc(C(=O)NCc3cccnc3)ccc2n1-c1ccc(F)cc1F	-1.2	-5.0
Fc1ccc(-c2nnn(Cc3cccc(F)c3)n2)cc1	0.0	-71.0
O=C(Cc1ccc2c(c1)OCO2)N1CCC(Oc2nc3ccccc3s2)CC1	-16.8	61.1*
Cc1noc(CNS(=O)(=O)c2cc(C)c(Cl)cc2Cl)n1	3.1	-15.7
O=C(Nc1nnc(-c2cccs2)o1)C1CCCN1S(=O)(=O)c1cccs1 (configuration not stated)	7.0	27.1
CCc1ccc(NC(=O)N2CCC(n3cnc4ccc(C)cc4c3=O)CC2)cc1	-16.8	9.7
O=C(O)c1ccccc1Nc1ccccc1	10.4	/
Cc1ccsc1C(=O)N1CCC(CCOc2ccccc2)CC1	-3.2	-14.5
C1CN(CCN2CCOCC2)CCO1	/	-6.9
Cc1ccc(NC(=O)C2CCN(c3ccc4c(c3)OCO4)C2=O)cc1C (configuration not stated)	-6.3	-0.4
O=c1c2n[nH]nc2cnn1-c1ccccc1	/	0.6
CCN(CC)CC(=O)Nc1nnc(C23CC4CC(CC(C4)C2)C3)s1	-9.8	8.1
COC(=O)c1sccc1NC(=O)CSCc1ccc(Cl)cc1	-2.0	/
O=C(Nc1nnc(-c2ccc3c(c2)CCCC3)o1)C1COc2ccccc2O1 (configuration not stated)	-3.8	3.6
CC(C)n1c(CC2CCN(C(=O)c3ccccc3Cl)C2)nc2cccnc21 (configuration not stated)	5.2	8.9
COc1cn2c(cc1=O)C(=O)N(CCNC(=O)c1c(F)cccc1Cl)CC2	-6.6	-16.1
CC1=C(C(=O)Nc2ccc(F)cc2F)C(c2ccc(Br)cc2)C2=C(CCCC2=O)N1 (configuration not stated)	-3.9	9.9
O=C(NC1CCCCC1)c1ccc(Br)o1	-11.9	-4.9
COc1cc(NC(=O)N2CCCC2c2cc(C(C)C)no2)cc(OC)c1OC (configuration not stated)	2.4	1.1
Cc1ccc(-c2n[nH]c3c2CN(S(=O)(=O)c2cnc[nH]2)CC3)cc1	-2.4	0.4
COC(=O)C(C)Oc1ccc2c(c1)OC(=Cc1ccccc1)C2=O (configuration not stated)	-4.9	9.6
CCCc1nc(C)c2c(=O)n(Cc3ccc(OC)cc3)ccn12	-2.2	16.5
NC(=O)COc1ccccc1O	-7.7	-4.6
O=c1oc2cc(OCCO)ccc2c2c1CCCC2	1.8	1.2
CCN(C)C(=O)C1CN(C(=O)C2CC2)CC1c1cccc(C(F)(F)F)c1 (configuration not stated)	-2.2	20.5
CCCNC(=O)N1CCCC1c1nc(-c2ccc(OC)cc2)no1 (configuration not stated)	-2.7	-2.4
COc1ccccc1OCC(=O)Nc1ccccc1C(C)(C)C	-4.4	-13.9
COc1cccc(C=C2Oc3cc(OC(=O)c4ccc([N+](=O)[O-])cc4)ccc3C2=O)c1OC	-1.1	1.4
CCNC(=O)C(C)N1CCN(c2ccccc2OC)CC1 (configuration not stated)	5.8	1.5
CCOC(=O)C(NC(=O)c1ccco1)(Nc1ccc(Cl)cc1)C(F)(F)F (configuration not stated)	-0.1	/
CC1=CCC2C3COC(O3)C(=O)C2C1 (configuration not stated)	/	0.3
CCn1ccc(C(=O)N2CCCC3(C2)Nc2cccnc2NC3=NCc2ccccc2)n1 (configuration not stated)	-2.6	1.2
COc1cccc(C(=O)ON=C2C=CC(=O)C=C2)c1	-0.8	17.0
CC(=O)Nc1ccc(S(=O)(=O)Nc2ccc(S(=O)(=O)Nc3ncccn3)cc2)cc1	0.5	-4.5
CC(=O)Nc1ccc(S(=O)(=O)Nc2ccccc2Cl)cc1	1.0	-0.8
O=C(c1cc2c(s1)CCCC2)N1CC2CC1CC2NS(=O)(=O)c1cccs1 (configuration not stated)	2.7	7.1
N=c1c(C(=O)NC2CCCC2)cc2c(=O)n3ccccc3nc2n1CCc1ccccc1	-1.4	2.0
Cn1c(CCNC(=O)C2CCCN(c3nnc4ccccn34)C2)nc2ccccc21 (configuration not stated)	-0.1	1.9
CCN1CCN(CCCNC(=O)c2cc3n(n2)CCCN(Cc2ccccc2)C3=O)CC1	-9.4	-2.4
Cn1c(=O)c2c(nc(SCC(=O)Nc3ccc(F)cc3)n2C)n(C)c1=O	-1.1	-5.8
O=C(NC1CC(=O)N(c2ccc3c(c2)OCCO3)C1)c1cccc2ccccc12 (configuration not stated)	-8.1	-3.4
O=C(Nc1cc(C(F)(F)F)ccc1N1CCOCC1)c1cccnc1Oc1ccccc1	-3.8	/
Cc1cc(OCC(=O)Nc2nccs2)ccc1Br	-9.4	-6.0
CCOc1ccc(S(=O)(=O)N2CCCC(C)(C(=O)NCc3ccc(F)cc3)C2)cc1 (configuration not stated)	-4.6	-3.9
CC(=O)Nc1cccc(N=Cc2cc([N+](=O)[O-])ccc2O)c1	-4.6	0.0
CC1CN(C(=O)c2cn3c(n2)CCC(c2cc(F)ccc2F)C3)CC(C)O1 (configuration not stated)	-6.3	6.2
O=C(Cn1nc([N+](=O)[O-])nc1Br)Nc1cccc([N+](=O)[O-])c1	-4.7	9.0
COc1nccnc1N1CCC(NC(=O)c2cccs2)C1 (configuration not stated)	-3.4	3.6
O=C1c2ccccc2-c2nc3ncnn3c(-c3ccc(F)cc3)c21	1.2	-5.4

Of the compounds above, 4 have an aryl thioether with sulfur outside any ring.
SMILES	Pf apPOL inh	mHTT-CaM PPI inh
N#Cc1cc2c(nc1SCc1ccccc1F)CCC2	1.3&-7.3	-8.0&-13.4
COc1ccc(C(=O)CSc2nc(C)c(C(N)=O)c(C)c2C#N)cc1	-21.5	-6.0
COc1ccc(-c2cc3n(n2)CCCN(C(=O)c2cccnc2SC)C3)cc1	-0.8	9.6
Cn1c(=O)c2c(nc(SCC(=O)Nc3ccc(F)cc3)n2C)n(C)c1=O	-1.1	-5.8
